human PMI inhibition: inhibitors of human PMI, primary screen, biochemical, fluorescence intensity, coupled assay (AID 1209); hit rate 0.42% among 190,000; purified PMI enzyme, coupled fluorescence intensity; higher % means a stronger effect; inhibition, % at 20 µM; hits with a dose series show IC50 in µM;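 further: plate controls were DMSO vehicle for no effect and wells lacking substrate for full effect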
Autophagy HCS: alters autophagy in cells | MEF GFP-LC3 puncta imaging; test concentration mostly 10 µM | calls only at 10 µM (by protocol) | hit rate 0.98% among 190,000 | AID 463193;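 active means percentage of spot-positive cells more than 3 SD above its plate mean, without a fluorescence outlier flag or 80% toxicity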;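 further: spot-positive cell cutoff set from DMSO-treated cells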
human PMI inhibitors: MPI inhibition at elevated mannose 6-phosphate – biochemical, fluorescence intensity, high mannose 6-phosphate, primary screen (AID 1220) | recombinant PMI enzyme, coupled fluorescence intensity; higher % means a stronger effect | hit rate 0.66% among 190,000 | one-dose inhibition, % at 20 µM; IC50 in µM for titrated hits
Insulin prom up: MIN6 insulin promoter up-regulation | MIN6 insulin promoter-GFP reporter, high-content imaging; hits give high values | AID 1625 | hit rate 0.3% among 190,000 | z-score at 5 µM;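 active means z-score above 3 at 5 µM with at least 500 cells counted in the well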
b-catenin transl: modulators of beta-catenin nuclear translocation; HeLa beta-catenin nuclear translocation, immunofluorescence imaging; nuclear translocation activity, % at 5 µM; hit rate 0.3% among 190,000; AID 1665;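 active means nuclear translocation activity above 50% at 5 µM, with a well cell count of 50 or more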;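 further: per-cell ratio of nuclear to cytoplasmic median beta-catenin stain intensity; plate controls were DMSO negative control for no effect and GSK-3 inhibitor IX positive control for full effect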
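Test system: human HeLa cells, native beta-catenin. Compound dosing: 5 µM primary single dose, 0.1% DMSO, 0.02–20 µM confirmation series. Incubation: compound exposure 24 h at 37°C. Detection: beta-catenin immunostaining with DAPI counterstain, 20x imaging, 6 fields/well. Read-out basis: Nuclear/cytoplasmic beta-catenin signal ratio, % activation.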
Dynein cargo inh: dynein cargo transport inhibition. hit rate 0.47% among 220,000. 3617.4 mouse cells, GR-EGFP nuclear translocation imaging; test concentration mostly 20 µM; stimulated with dexamethasone, 1 µM; hits give low values. z-score, hits read low. AID 1381;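 active means plate z-score of nuclear minus cytoplasmic receptor signal below a set negative limit, without overly bright fluorescence or cell loss, cut at about -3.5 in these data, passing the limit was not always enough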;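 further: z-score of nuclear minus cytoplasmic ring GR-EGFP intensity difference per well; some compounds called inactive have numbers as strong as hits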
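Buffer or medium: tet-free medium with charcoal-stripped serum / Also added: dexamethasone agonist, 1.0 µM final, for 30 min / Timing: induction 48 h, compound 1 h, agonist 30 min / Measured by: high-content fluorescence imaging after fixation / Read-out: nuclear-to-cytoplasmic GR-EGFP distribution per well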
MT stabilizer: microtubule stabilization, imaging screen; hit rate 0.83% among 200,000; HeLa tubulin immunostaining HCS, 24 h; share of cells brighter than vehicle mean+2SD; % tubulin-high responders, % at 10 µM;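 active means plate Z-score above 3 for both tubulin-high and condensed-nucleus cell shares, with cell loss under 80%, at 10 µM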;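 further: anti alpha tubulin signal scored within the nucleus-defined area of each cell; some results filed as inactive read as strong as hits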
Yfh1-depleted yeast: enhancers of respiration in Yfh1-depleted yeast, dose response, Friedreich's ataxia, plus single-dose screen (AID 1465); fold induction at 50 µM; hits with a dose series show EC50 in µM; hit rate 0.074% among 220,000; S. cerevisiae Yfh1-off respiration, WST-1 reduction, 72 h; higher fold induction means a stronger effect;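 active means fold induction of absorbance versus untreated yeast above a set limit, then at least 30% activation at any dose in follow-up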;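 further: activators that raise dye reduction in frataxin-depleted yeast; strong numbers were not always called active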
WT yeast gro inh: growth inhibition of WT yeast, mitochondrial fusion screen; mitochondrial fusion phenotypic screen, WT strain; inhibition, % at 10 µM; hit rate 2.1% among 190,000; in the data active means inhibition above about 58%; tested in S. cerevisiae
WT yeast gro inh mutant strain: further read-out of WT yeast gro inh, marked with its call; inhibition, %; mitochondrial fusion phenotypic screen, mutant strain inhibition
Dynein cargo inh cytoplasmic EGFP: further read-out of Dynein cargo inh, marked with its call; z-score; measured here: cytoplasmic GR-EGFP intensity; hits give high values
Dynein cargo inh nuclear GR-EGFP: further read-out of Dynein cargo inh, marked with its call; z-score; measured here: nuclear GR-EGFP intensity;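 lower value marks the stronger effect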
Dynein cargo inh cell count: second read-out of Dynein cargo inh, no call of its own (marks repeat the call); z-score; measured here: cell count per field
Insulin prom up cell count: further read-out of Insulin prom up, marked with its call; cell count; measured here: cytotoxicity, nuclei count;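 total cells summed across four imaged fields per well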
b-catenin transl cell count 5 µM: second read-out of b-catenin transl, no call of its own (marks repeat the call); cell count; measured here: cell count, cytotoxicity flag
MT stabilizer Hoechst-high %: also measured in MT stabilizer; calls as there; % Hoechst-high responders; measured here: nuclear condensation Hoechst responders;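 share of cells brighter than vehicle mean plus two SD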
MT stabilizer cytotoxicity %: recorded beside MT stabilizer, whose call it bears; toxicity, %; measured here: cytotoxicity by cell density;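 0% = mean cell density of plate MIN control wells and 100% = no cells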
Autophagy HCS cell loss 18 h: also measured in Autophagy HCS; calls as there; toxicity, %; measured here: cell loss, nuclei count;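 cell loss after 18 h compound exposure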
* = called active by the depositor; i = inactive; . = not tested or not shown. Unless noted, no stated cut-off is given here; in the data, active means inhibition above about 50%; inactive means the rest.

SMILES	human PMI inhibition	Autophagy HCS	Autophagy HCS cell loss 18 h	human PMI inhibitors	Insulin prom up	Insulin prom up cell count	b-catenin transl	b-catenin transl cell count 5 µM	Dynein cargo inh	Dynein cargo inh cytoplasmic EGFP	Dynein cargo inh nuclear GR-EGFP	Dynein cargo inh cell count	MT stabilizer	MT stabilizer Hoechst-high %	MT stabilizer cytotoxicity %	Yfh1-depleted yeast	WT yeast gro inh	WT yeast gro inh mutant strain
Cc1ncoc1C(=O)NCc1ccccc1Cl	0%	i	-8	-3%	-0.6	1297	5.9	1415	-0.95	-0.4	-0.29	0.58	2.9	1.6	7.4	i	1	-4
Cn1ncc2nnn(-c3ccccc3)c(=O)c21	-9%	i	7	-6%	.	.	-0.1	1101	-0.42	-0.097	0.021	-0.002	4.7	3.5	5.6	i	5	7
CCCn1c(SCC(=O)N(CC)CC)nnc1-c1ccncc1	6%	i	15	10%	0.1	1326	-2.1	1108	1.7	-0.26	1.9	-2.2	2.3	1.6	20	i	-3	-8
O=C(Nc1nc(-c2ccccc2)cs1)C1CCCN(S(=O)(=O)c2ccccc2)C1 (stereo unspecified)	6%	i	-1	2%	-0.06	934	0.8	1275	-0.37	-0.17	-0.014	0.53	3.0	0.5	10	i	-1	16
O=Cc1cccn1-c1cccc([N+](=O)[O-])c1	-2%	i	-1	6%	-0.13	1367	-0.1	1075	0.51	-0.058	0.19	-0.25	2.0	2.8	9.4	i	-4	-7
O=C(NCn1ccc(=O)[nH]c1=S)c1ccccc1	-9%	i	9	-3%	0.53	1567	-6.2	971	-0.022	-0.15	-0.13	0.22	1.4	1.6	7.9	i	9	-8
CCCOc1ccc(C(=O)c2nc3c(n2O)CCCCC3)cc1	-26%	i	-10	-27%	.	.	.	.	2.7	-0.27	1.3	-0.72	1.6	0.5	8.0	i	-2	40
CCN(CC)S(=O)(=O)c1ccc(-c2nnc(SCC(=O)Nc3ccc4c(c3)OCO4)o2)cc1	-2%	i	1	-3%	.	.	-1.9	1140	-0.14	-0.35	-0.041	0.44	4.5	4.6	6.6	i	5	11
CC(=O)N/N=c1\sc2ccccc2n1C	-14%	i	14	-22%	-0.57	1295	-1.6	1069	-0.81	-0.13	-0.32	0.9	1.4	1.4	1.8	i	11	7
Cc1ccc(NC(=O)CCSc2ccccn2)cc1	-33%	i	-4	-13%	-0.44	1334	-0.6	562	0.012	0.93	0.057	-0.51	1.5	2.7	1.4	i	16	8
CC(=C/c1ccc(C(C)C)cc1)/C=N/NC(=O)c1ccncc1	16%	i	3	8%	.	.	1.6	1089	-0.22	-0.12	-0.11	0.45	4.3	1.7	7.1	i	5	-8
COC(=O)[C@H](Cc1ccccc1)NC(=O)N1CCCCC1C (stereo partly specified)	-3%	i	-8	-2%	1.6	1133	-3.4	908	-0.38	-0.17	0.073	-0.33	4.9	2.6	2.2	i	-3	95
CCc1ccccc1NC(=O)c1ccc(NS(C)(=O)=O)cc1	9%	i	5	8%	0.86	1421	-1.2	1473	-0.38	-0.36	0.15	0.9	2.4	2.5	6.0	i	11	15
Cc1ccc(S(=O)(=O)/N=C(\Nc2cccc(C)c2)Nc2nc(C)cc(C)n2)cc1	-7%	i	26	-5%	-0.29	1063	4.9	464	0.19	-0.26	0.071	0.79	3.2	2.5	7.8	i	0	21
O=C(NN=C1CCCCCCC1)C(=O)NC1CCCCC1	5%	i	16	-1%	0.01	1646	2.4	1466	0.049	-0.23	0.32	0.63	2.1	2.1	7.6	i	11	6
Fc1ccccc1N1CCN(c2nc3ccccc3n3nnnc23)CC1	-19%	i	-5	-54%	0.36	1635	-0.7	1082	0.61	-0.12	0.5	0.58	4.7	3.1	8.8	i	-24	13
CC1CCN(C2CC(=O)N(c3ccccc3)C2=O)CC1 (stereo unspecified)	7%	i	-13	4%	-0.2	1451	1.2	955	0.21	-0.32	0.35	0.017	3.2	1.3	5.4	i	7	11
COC(=O)Cn1c(=O)c2c(nc3n2CC(C)CN3c2ccc(C)c(C)c2)n(C)c1=O (stereo unspecified)	.	.	.	.	-0.13	823	-0.9	1189	-0.3	-0.67	0.19	-0.14	.	.	.	i	20	8
O=c1cc(-c2ccccc2)nc(N2CCN(Cc3ccc4c(c3)OCO4)CC2)[nH]1	5%	i	-7	2%	-0.61	1308	4.1	1216	-0.13	-0.14	0.57	-1.1	3.2	1.8	7.6	i	5	15
CCCCN(C(=O)CSc1cc(C)c2ccc(OC)cc2n1)c1c(N)n(Cc2ccccc2)c(=O)[nH]c1=O	-28%	i	18	-42%	.	.	0.1	891	3.6	-0.059	2.6	-2.1	3.2	1.8	6.8	i	18	-7
C=CCc1cccc(/C=N/NC(=O)C(C)Nc2cccc(C)c2)c1O (stereo unspecified)	-59%	i	3	-43%	-0.6	1151	3.6	970	-0.44	-0.19	-0.11	0.17	2.8	2.8	1.8	i	-13	-24
Cc1cc(=O)oc2ccc(OCC(=O)O)cc12	-6%	i	0	1%	-0.88	1684	-1.4	1299	-0.78	-0.22	-1.1	0.1	5.6	1.5	7.7	i	-17	1
CC(C)(C)n1nc(C2CC2)cc1NC(=O)Nc1ccc(Cl)cc1	.	.	.	.	-0.31	1498	-2.1	1182	-0.11	-0.11	-0.066	0.35	.	.	.	i	.	.
C=CCOC(=O)/C(=C/c1ccco1)NC(=O)/C=C/c1ccccc1	5%	i	-13	-3%	0.71	934	.	.	-0.13	-0.25	0.039	1.2	1.5	0.8	9.5	i	4	-6
CC1CCc2c(sc3nc(CN4CCOCC4)nc(Sc4ccccc4)c23)C1 (stereo unspecified)	15%	i	-5	5%	.	.	-0.8	913	-0.45	-0.33	-0.4	0.97	3.8	2.5	6.8	i	36	39
SMILES	human PMI inhibition	Autophagy HCS	Autophagy HCS cell loss 18 h	human PMI inhibitors	Insulin prom up	Insulin prom up cell count	b-catenin transl	b-catenin transl cell count 5 µM	Dynein cargo inh	Dynein cargo inh cytoplasmic EGFP	Dynein cargo inh nuclear GR-EGFP	Dynein cargo inh cell count	MT stabilizer	MT stabilizer Hoechst-high %	MT stabilizer cytotoxicity %	Yfh1-depleted yeast	WT yeast gro inh	WT yeast gro inh mutant strain
O=C(Nc1ccccc1)C1CC(=O)N(c2ccc3c4c(cccc24)CC3)C1 (stereo unspecified)	2%	i	-7	5%	-0.15	1822	-2.4	1150	-0.32	-0.22	-0.44	0.038	1.2	3.0	12	i	5	-2
O=C(CCCCCN1C(=O)c2cccc3cccc(c23)C1=O)NCCO	-7%	i	2	-10%	0.81	1339	0.0	1135	-0.51	0.43	-0.062	1.1	6.2	1.3	6.3	i	-2	-1
CC(=O)c1ccc2c(c1)OCCOCCOCCOCCOCCO2	.	.	.	.	-0.2	1113	0.8	1308	0.45	-0.2	0.81	-0.62	.	.	.	i	.	.
Cc1ccc(S(=O)(=O)N/N=C(\c2ccccc2)c2cccnc2)cc1	-1%	i	12	0%	0.28	1442	0.3	1608	0.26	-0.3	0.25	0.63	2.8	1.3	6.0	i	-4	2
Nc1ccc(N2CCCCC2)c2nonc12	40%	i	-7	68%*	-0.44	1474	1.2	1078	0.35	-0.15	0.58	0.017	6.1	2.6	0.3	i	-6	-3
Clc1ccc(Sc2cc(N3CCOCC3)nc(-c3ccccc3)n2)cc1	15%	i	12	12%	.	.	.	.	1.2	-0.21	0.88	0.28	2.3	1.2	6.9	i	.	.
CC(C)CCn1c(Cl)nc2c1c(=O)n(C)c(=O)n2C	10%	i	-42	13%	-0.34	1621	3.8	1170	0.9	-0.13	0.56	-1.6	4.4	4.2	8.7	i	12	3
Cc1ccc(C(=O)Nc2ccc(C(=O)O)cc2)cc1S(=O)(=O)Nc1cccc([N+](=O)[O-])c1	-14%	i	1	-7%	0.28	1079	-0.3	1050	-0.66	-0.21	-0.51	0.54	4.6	2.0	7.0	i	-7	3
Cn1nc(-c2ccc(OCC(N)=O)cc2)c2ccccc2c1=O	4%	i	6	1%	0.57	970	.	.	-0.98	0.029	-0.33	0.51	2.2	1.6	6.8	i	10	-5
O=C(CN1C(=O)CC(c2ccccc2)S(=O)(=O)c2ccccc21)NC1CCCC1 (stereo unspecified)	-6%	i	3	4%	-1.1	1220	-0.2	1111	0.92	-0.19	0.81	-1.2	2.7	1.2	0.7	i	14	-11
CCN(CC)c1ccc(NC(=O)c2cncc(Br)c2)cc1	13%	i	-6	5%	-0.08	1100	.	.	0.87	-0.24	0.74	0.57	1.6	0.8	24	i	9	4
CC(C)CN1CCN(Cc2ccc(CN3CCCCC3)s2)CC1CCO (stereo unspecified)	7%	i	17	2%	0.14	1372	-2.0	955	-0.17	0.96	0.21	-0.027	3.8	3.3	5.3	i	10	15
Cc1ccc(-n2ncc3c(=O)n(CC(=O)N4CCN(c5ccccc5)CC4)cnc32)cc1	5%	i	9	-2%	0.61	1244	-0.5	1002	1.9	-0.085	1.2	-1.6	2.4	1.9	1.2	i	6	-13
COc1cc(NC(=O)COC(=O)CNC(=O)c2cc(C)cc(C)c2)c(C)cc1[N+](=O)[O-]	-8%	i	-5	-6%	0.06	1291	-1.1	619	0.75	-0.26	1	-0.39	5.7	2.3	10	i	-3	-18

Full records as entered above. Order of values: human PMI inhibition	Autophagy HCS	Autophagy HCS cell loss 18 h	human PMI inhibitors	Insulin prom up	Insulin prom up cell count	b-catenin transl	b-catenin transl cell count 5 µM	Dynein cargo inh	Dynein cargo inh cytoplasmic EGFP	Dynein cargo inh nuclear GR-EGFP	Dynein cargo inh cell count	MT stabilizer	MT stabilizer Hoechst-high %	MT stabilizer cytotoxicity %	Yfh1-depleted yeast	WT yeast gro inh	WT yeast gro inh mutant strain
Results for Clc1ccc(Sc2cc(N3CCOCC3)nc(-c3ccccc3)n2)cc1 = 15%	i	12	12%	.	.	.	.	1.2	-0.21	0.88	0.28	2.3	1.2	6.9	i	.	.
Results for O=C(Nc1ccccc1)C1CC(=O)N(c2ccc3c4c(cccc24)CC3)C1 (stereo unspecified) = 2%	i	-7	5%	-0.15	1822	-2.4	1150	-0.32	-0.22	-0.44	0.038	1.2	3.0	12	i	5	-2

Bioassay records deposited in PubChem by several laboratories.
